# PGC1a acetyl inh = modulators of PGC1a acetylation. U2OS PGC1a acetylation, AlphaScreen anti-acetyl-lysine; with virally co-expressed GCN5 acetyltransferase. inhibition, % at 15.6 µM. 350,000 tested, 0.17% active;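 active = every replicate shows inhibition of at least 40%; inconclusive = mean inhibition at least 40% but some replicate below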;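 note: 0% = neutral control wells and 100% = positive control wells; some results beyond the cut were filed as inactive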
# E-sel inducer = E-selectin induction on HUVECs. HUVEC E-selectin immunofluorescence imaging; normalized: neutral wells 0, TNF-alpha wells 100. activation, % at 7.58 µM. 260,000 tested, 0.37% active. AID 686992;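 active = mean E-selectin-positive cell signal at least 10% of the positive control, reached in at least 60% of replicates, without over 20% cell loss; inconclusive = no rule given, readout overlaps actives, possibly toxicity-flagged; inactive = the rest, including those meeting only one limit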;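 note: in these data hits start at about 27%; measured in HUVEC primary endothelial cells; signal is the percent of cells scored E-selectin positive by PE staining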
# Target sequence (P16581 whole entry, looked up): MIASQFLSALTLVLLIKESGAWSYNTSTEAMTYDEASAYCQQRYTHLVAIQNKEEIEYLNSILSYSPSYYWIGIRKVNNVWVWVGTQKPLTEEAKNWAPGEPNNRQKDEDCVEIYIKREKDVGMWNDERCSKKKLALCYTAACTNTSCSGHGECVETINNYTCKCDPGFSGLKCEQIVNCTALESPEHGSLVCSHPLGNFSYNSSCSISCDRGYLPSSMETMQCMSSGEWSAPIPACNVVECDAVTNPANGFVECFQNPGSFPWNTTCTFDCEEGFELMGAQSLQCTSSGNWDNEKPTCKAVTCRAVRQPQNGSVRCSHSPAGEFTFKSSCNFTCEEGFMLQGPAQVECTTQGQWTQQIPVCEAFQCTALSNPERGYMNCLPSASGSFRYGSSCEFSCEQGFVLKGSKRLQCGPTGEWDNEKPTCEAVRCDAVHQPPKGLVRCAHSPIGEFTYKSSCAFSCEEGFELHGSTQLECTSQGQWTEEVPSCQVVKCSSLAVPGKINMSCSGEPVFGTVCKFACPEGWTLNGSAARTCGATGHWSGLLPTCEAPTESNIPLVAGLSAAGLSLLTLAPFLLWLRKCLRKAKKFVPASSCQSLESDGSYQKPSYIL
#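 Assay system: HUVEC primary endothelial cells. Input: 3,000 HUVEC seeded per well. Doses: one compound dose added by pin transfer. Read-out basis: % PE-positive cells. Benchmarks: TNF-alpha high, DMSO low. Detection: immunofluorescence imaging. Buffer or medium: EGM-2, gelatin.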
# ERAP1 HTS inh = inhibitors of human ERAP1 aminopeptidase; Q9NZ08; recombinant ERAP1, Leu-AMC fluorescence, 60 min; inhibition, % at 10.7 µM; 340,000 tested, 0.15% active; AID 652197;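 active = mean replicate inhibition of at least 30%, or all replicates individually reaching that 30% level; inactive = mean below 30% and not every replicate reaching it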;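 note: 0% = neutral control wells and 100% = L-leucinethiol positive control wells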
# Cneo AK release = Cryptococcus neoformans lysis via adenylate kinase release. C. neoformans lysis, adenylate kinase release luminescence, 4 h; normalised: neutral wells 0, clomiphene wells 100. lysis activity, % at 15 µM. 360,000 tested, 0.2% active;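 active = mean lysis activity across replicates of at least 80%, whatever share of replicates individually reach that level; inactive = mean lysis activity below 80%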
#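 Assay system: log-phase C. neoformans yeast / Quantity: yeast cell density of 5 × 10^6 cells/mL / Medium: fresh YPD growth medium / Compound: single dose / Timing: static 4 h at 37 °C with compound, 1 h detection / Measured by: adenylate kinase release luminescence / Read-out: lysis from increased AK signal / Benchmarks: Clomiphene as positive lysis control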
# PglD inh = blocks C. jejuni PglD acetyltransferase activity | 360,000 tested, 0.098% active | purified PglD enzyme, DTNB colorimetric CoA detection | AID 602405 | inhibition, % at 12.5 µM; in the data active = inhibition above about 16%, passing the limit was not always enough; inconclusive = no clear call, values can overlap the other calls; note: strong numbers were not always called active
# RAD54 inh = inhibitors of human RAD54 branch migration | Q92698 | RAD54 Holliday junction branch migration, FAM/BHQ fluorescence | inhibition, % at 10.4 µM | 360,000 tested, 0.14% active;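 active = mean normalized replicate activity at least 40 and at least half of replicates scoring 40 or more; inconclusive = only one of the two criteria met; inactive = mean below 40 and under half of replicates reaching 40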;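 note: 0% = median of neutral control wells and 100% = median of positive control wells; inhibitors cause a drop in the FAM fluorescence signal; in these data hits start at about 50%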
# miR122 inh = blocks miR-122 activity in Huh7 sensor cells. Huh7 miR-122 Renilla luciferase sensor, 48 h; neutral wells = 0, positive control = 100. activation (reporter increase), % at 12.5 µM. 340,000 tested, 0.3% active;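 active = mean replicate activation score at least 90 and every replicate individually at or above 90; inconclusive = only one of the two criteria met; inactive = neither criterion met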;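 note: higher luciferase means less miR-122 activity so hits act as miR-122 inhibitors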
# RAD52 anneal inh = blocks human RAD52 DNA annealing; P43351; recombinant RAD52 DNA annealing, FRET fluorescence; inhibition, % at 18.7 µM; 360,000 tested, 0.46% active;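 active = every replicate showing at least 50% inhibition; inconclusive = mean inhibition at least 50% but not in every replicate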
# Target sequence (P43351 whole entry, looked up): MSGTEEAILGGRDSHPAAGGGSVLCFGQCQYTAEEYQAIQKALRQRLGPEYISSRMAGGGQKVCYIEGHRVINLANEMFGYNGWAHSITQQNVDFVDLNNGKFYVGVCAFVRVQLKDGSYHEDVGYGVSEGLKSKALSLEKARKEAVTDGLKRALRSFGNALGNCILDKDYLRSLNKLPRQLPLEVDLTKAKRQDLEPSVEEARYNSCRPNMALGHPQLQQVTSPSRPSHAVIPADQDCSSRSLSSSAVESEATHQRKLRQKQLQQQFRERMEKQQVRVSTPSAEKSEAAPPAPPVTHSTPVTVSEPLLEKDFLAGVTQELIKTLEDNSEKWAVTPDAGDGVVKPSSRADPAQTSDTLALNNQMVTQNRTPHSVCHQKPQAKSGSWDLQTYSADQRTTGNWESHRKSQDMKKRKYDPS
# The depositor's hits bear a star; ? = inconclusive; . = no result given; & = joins results of further samples; [ ] = dose if it differs, or a comment.
SMILES,PGC1a acetyl inh,E-sel inducer,ERAP1 HTS inh,Cneo AK release,PglD inh,RAD54 inh,miR122 inh,RAD52 anneal inh
CCn1c(C(=O)Nc2ccsc2C(=O)OC)cc2sc(Cl)cc21,0,?,0,-2,-1,-6,1,-33
CN(Cc1cnn(C)c1)C(=O)C1CCC(=O)N(Cc2cccc(C(F)(F)F)c2)C1 (stereo not given),-5,.,-1,-2,-5,0,-6,-6
O=C(CCCn1c(SCc2cccc([N+](=O)[O-])c2)nc2ccccc2c1=O)NCC1CCCO1 (stereo not given),3,-1.4,6,0,-3,4,-4,-8
CCNC(=O)C[C@H]1CC[C@@H]2[C@@H](COc3ccc(NC(=O)Nc4c(C)noc4C)cc3C(=O)N2C)O1,7,-0.1,-1,-2,-1,1,-3[16.7 µM],-2
CCN(CC(=O)NCc1ccc(Cl)cc1)C(=O)/C=C/c1ccccc1,.,0.4,-2,-2,5,-5,.,-10
O=C(CSCC(=O)Nc1ccccc1)N/N=C/c1c(O)ccc2ccccc12,-9,.,.,-2,4,-4,-1,.
O=C(COC(=O)COc1ccc(Br)cc1)NCc1ccc2c(c1)OCO2,3,0.0,0,3,1,6,5,5
CC(=O)N1[C@@H]2CN(S(=O)(=O)c3ccccc3C)c3ccccc3[C@@H]2[C@@H]1CO,3,0.0,2,-3,-3,-13,-17[16.7 µM],-2
COc1ccccc1NC(=O)Nc1nc(C(N)C2CCCCC2)cs1 (stereo not given),-24,-0.2,-2,-2,-3,5,-11,-13
O=C(CCCc1c[nH]c2ccccc12)N1CCN(c2ccc(N3CCOCC3)nn2)CC1,-9,1.4,-1,-3,.,-4,-8,14
COc1cccc(S(=O)(=O)Nc2ccc3c(c2)[C@@H]2C[C@@H](CC(=O)NC4CCCCC4)O[C@@H](CO)[C@@H]2O3)c1,4,0.6,-7,0,-1,1,-4[16.7 µM],0
S=C(N/N=C/c1cccs1)NC1CC2CCC1C2 (stereo not given),-1,0.1,-5,28,2,-3,12,-11
Cc1ccc(S(=O)(=O)N2CCCC2C(=O)Nc2nccs2)cc1 (stereo not given),12,.,.,2,-19,-7,-5,.
CCOC(=O)C1=C(C)NC2=C(C(=O)c3ccccc32)C1c1cccc2ccccc12 (stereo not given),8,7.1,0,-1,-5,4,15,-14
COc1cccc(CNC(=O)CCCC(=O)NC(C)CCc2ccccc2)c1 (stereo not given),10,-0.2,-3,4,0,1,-10,-4
O=C(CCNC(=O)N1CC(=O)Nc2ccccc21)Nc1ccc(F)c(Cl)c1,.,.,-4,1,3,8,-2,-6
O=C(O)CCCNC(=O)c1cncc(Br)c1,-3,.,.,0,19,-8,3,.
COc1ccccc1N1CCN(C(=O)C(NS(=O)(=O)c2cccs2)c2ccccc2)CC1 (stereo not given),5,.,.,-3,0,-3,1,.
CNC[C@H]1Oc2ccc(NC(=O)C3CC3)cc2C(=O)N([C@@H](C)CO)C[C@H]1C,-12,0.0,0,1,1,4,-5[16.7 µM],-3
CCOc1ccc(S(=O)(=O)NC(=O)c2ccccc2)cc1,.,-0.1,-2,1,0,-4,.,-8
Cc1csc(NC(=O)CCC(=O)N(CC(=O)NC2CCCC2)Cc2ccco2)n1,-8,.,.,-1,-8,-5,-1,.
Cc1ccc(-c2ccc3c(c2)O[C@@H](CN(C)C(=O)Nc2ccccc2)[C@H](C)CN([C@H](C)CO)S3(=O)=O)cc1,-6,0.5,.,6,5,2,.,-2
O=C(O)COc1ccc2nsnc2c1Cl,12,.,.,-1,-11,1,-3,.
NS(=O)(=O)c1ccc(CCNC(=O)C2CCN(S(=O)(=O)c3cnc[nH]3)CC2)cc1,-7,.,0,0,5,3,9,6
CN1CCN(CCc2nc3cc(NC(=O)COc4ccc([N+](=O)[O-])cc4)ccc3n2C)CC1,8,.,-1,6,3,11,-3,7

# Shown as tab-separated lines: part of the list above
molecule	PGC1a acetyl inh	E-sel inducer	ERAP1 HTS inh	Cneo AK release	PglD inh	RAD54 inh	miR122 inh	RAD52 anneal inh
COc1cccc(CNC(=O)CCCC(=O)NC(C)CCc2ccccc2)c1 (stereo not given)	10	-0.2	-3	4	0	1	-10	-4
O=C(CCNC(=O)N1CC(=O)Nc2ccccc21)Nc1ccc(F)c(Cl)c1	.	.	-4	1	3	8	-2	-6
O=C(O)CCCNC(=O)c1cncc(Br)c1	-3	.	.	0	19	-8	3	.
COc1ccccc1N1CCN(C(=O)C(NS(=O)(=O)c2cccs2)c2ccccc2)CC1 (stereo not given)	5	.	.	-3	0	-3	1	.
CNC[C@H]1Oc2ccc(NC(=O)C3CC3)cc2C(=O)N([C@@H](C)CO)C[C@H]1C	-12	0.0	0	1	1	4	-5[16.7 µM]	-3

# (cont.)
SMILES,PGC1a acetyl inh,E-sel inducer,ERAP1 HTS inh,Cneo AK release,PglD inh,RAD54 inh,miR122 inh,RAD52 anneal inh
Cc1nc2cc(NC(=O)c3ccc(S(=O)(=O)N(C)c4ccccc4)cc3)ccc2o1,19,.,-2,1,-6,4,-13,-18
Cc1nn(C)c(C)c1C1C(C#N)=C(N)Oc2n[nH]c(C)c21 (stereo not given),2,.,.,11,-2,1,-7,.
CN(C)C(=O)C[C@@H]1CC[C@@H](NC(=O)c2ccc(F)cc2)[C@@H](CO)O1,-8,0.3,2,-2,-2,1,10[16.7 µM],0
CC1Cc2ccccc2N1CC(=O)Nc1cc(S(=O)(=O)N2CCOCC2)ccc1Cl (stereo not given),1,0.0,0,-1,1,-13,14,-34
CC1(C(=O)NCc2ccccc2Br)CCN1C(=O)CCc1ccc(Cl)cc1Cl (stereo not given),.,-0.1,0,-3,-5,4,-8,-67
COC(=O)C[C@@H]1CC[C@H]2[C@@H](COc3ccc(NC(=O)c4ccccc4F)cc3C(=O)N2C)O1,.,0.1,0,-3,1,5,.,-8
O=C(Cc1ccncc1)Nc1ccc2c(c1)[C@@H]1C[C@@H](CC(=O)N3CCc4ccccc4C3)O[C@@H](CO)[C@@H]1O2,2,0.0,0,-29,0,3,-6[16.7 µM],6
O=C1C(c2ccccc2)C(c2ccccc2)NC(c2ccccc2)C1c1ccccc1 (stereo not given),-55,.,.,3,0,-1,-1,.
COc1ccc(C(=O)Nc2ccccc2-c2nnn(CC(=O)NCc3ccco3)n2)cc1,6,.,.,0,-1,-1,-13,.
CC(C)NC(=O)Nc1ccc2c(c1)C(=O)N([C@@H](C)CO)C[C@@H](C)[C@@H](CN(C)C(=O)c1ccccc1)OCCCC[C@@H](C)O2,0,-0.2,-1,2,2,-9,0[16.7 µM],-5
CCOC(=O)C/C(C)=N/NC(=O)CN(c1ccc(Br)cc1)S(=O)(=O)c1ccccc1,1,.,.,2,1,-4,1,.
COc1ccccc1N1Cc2ccccc2C1,-3,.,.,1,-6,-2,-8,.
Cc1ccc2[nH]c(=O)c(CN(Cc3cccnc3)Cc3nnnn3CCN3CCOCC3)cc2c1,-10,.,.,-1,3,-1,-2,.
O=C(N/N=C/c1ccc(Br)cc1)c1ccc(NC(=O)c2ccccc2)cc1,5,.,2,.,.,.,2,-16
Cc1ccc(-c2ccc(=O)n(CC(=O)N3CCN(c4cc(Cl)ccc4C)CC3)n2)cc1,-1,.,-3,0,0,7,28,-4
C[C@H]1CN([C@@H](C)CO)C(=O)c2cc(NS(C)(=O)=O)ccc2O[C@H]1CN(C)Cc1ccc2c(c1)OCO2,-1,5.0,5,8,4,3,4[16.7 µM],-6
Cc1ccc(CSc2[nH]c(=O)ncc2C)cc1,-1,.,1,1,2,-7,-2,-6
CCCCOC(=O)Cn1c(=O)c2c(nc(Br)n2Cc2ccccc2)n(C)c1=O,-11,.,.,0,7,4,3,.
COC(=O)c1ccc(CSc2nc3ccccc3c(=O)n2-c2cccc(OC)c2)o1,-31,.,0,2,3,-9,-2,-12
CC(C(=O)O)n1c2ccccc2c2cn[nH]c(=O)c21 (stereo not given),8,0.8,-1,0,6,-7,-1,-7
N#CC1=C(N)Oc2c(sc3ccccc23)C1c1ccco1 (stereo not given),-10,.,.,0,-2,-19,6,.
Cc1nnsc1C(=O)NNc1ccc(Cl)cc1,4,-0.2,7,.,.,.,-2,-1
CC(C)C(NS(=O)(=O)/C=C/c1ccccc1)C(=O)NCc1ccc(F)cc1 (stereo not given),-2,0.2,-1,-1,5,-14,15,-19
Cc1nc(N)sc1-c1csc(NCc2ccccc2)n1,0,.,.,1,-2,4,-4,.
O=C(COC(=O)c1ccccc1O)Nc1ccc2ccccc2c1,2,4.2,-4,-1,-1,3,-6,-2

# Carrying on:
SMILES,PGC1a acetyl inh,E-sel inducer,ERAP1 HTS inh,Cneo AK release,PglD inh,RAD54 inh,miR122 inh,RAD52 anneal inh
COc1cccc(CNC(=O)C[C@@H]2CC[C@@H](NC(C)=O)[C@@H](CO)O2)c1,-5,-0.5,0,22,-7,7,-4[16.7 µM],-10
COCC(=O)N1CC(=O)N2[C@H](CO)[C@H](c3ccc(C#CC4CCCC4)cc3)[C@@H]2C1,-4,0.0,5,.,.,.,.,-5
O=S(=O)(c1ccc(F)c(F)c1)N1CCCCCCC1,.,.,1,0,-3,7,-37,-8
N#C[C@H]1[C@@H](c2ccccc2)[C@H](CO)N1C(=O)c1cc(Cl)cc(Cl)c1,12,0.0,-3,-1,4,-8,.,-4
COc1cc(OC)cc(C(=O)NNC(=O)c2ccccn2)c1,10,3.1,-3,1,2,-3,-8,-6
C[C@@H]1CN([C@H](C)CO)C(=O)c2cc(NC(=O)C3CCCCC3)ccc2O[C@@H](C)CCCCO[C@H]1CN(C)C(=O)Cc1ccccc1,-21,-0.1,.,0,2,8,-6[16.7 µM],.
CCOc1ccccc1NC(=O)Nc1ccon1,-3,0.2,-2,2,4,-1,-6,-11
COc1ccc(-c2cc3c(=O)n(CC(=O)NCc4ccccc4F)ncn3n2)cc1,-10,-0.1,3,-2,-2,2,-3,-9
CNC(=O)C[C@@H]1CC[C@H]2[C@@H](COC[C@H](O)CN2C(=O)c2ccc3c(c2)OCO3)O1,4,0.0,-2,5,-3,7,2[16.7 µM],-40
CC(C)c1ccc(S(=O)(=O)N2CCN(C(=O)CCNC(=O)Nc3ccccc3)CC2)cc1,-3,.,0,0,7,-8,-8,9
NS(=O)(=O)c1ccc(CCNC(=O)CSc2nc3ccsc3c(=O)n2CCCCCC(=O)O)cc1,17,0.2,-3,-1,1,0,0,1
C[C@H](CO)N1C[C@H](C)[C@H](CN(C)S(=O)(=O)c2ccc(F)cc2)OCc2cnnn2CCCC1=O,-5&-10&14,0.3,0&-2&0,1&1&27,4&5&-3,3&8&-4,-5,-7&10&0
CC(=O)c1ccc(OCC(O)CN2CCN(c3ccccn3)CC2)cc1 (stereo not given),.,.,-2,1,0,-11,.,-4
C[C@@H]1CCCCO[C@H](CN(C)S(=O)(=O)c2ccc(F)cc2)[C@H](C)CN([C@H](C)CO)C(=O)c2cc(NC(=O)NC3CCCCC3)ccc2O1,-11,0.0,2,0,2,-7,-13[16.7 µM],-58
Cc1ccc(S(=O)(=O)N(C)CC(=O)NCC(c2ccc(F)cc2)N2CCOCC2)cc1 (stereo not given),6,6.3,-2,4,2,4,-4,-14
O=C(Nc1ccc(N2CCOCC2)cc1)c1cnsn1,2,.,.,-6,0,1,-5,.
COc1ccc(CN(C(=O)CCC(=O)Nc2cc(C)on2)C(C(=O)NC(C)(C)C)c2cccc(OC)c2OC)cc1 (stereo not given),.,-0.1,-4,0,5,-5,.,-5

# Screens (PubChem BioAssay)
